# HSF-1 act = increases HSF-1 driven luciferase reporter signal; hit rate 1.7% among 300,000; NIH3T3-HGL HSF-1 luciferase reporter, MG132, 8 h; 100% = twice DMSO control signal; activation, % at 9 µM;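 active = mean replicate activation of at least 50% with a set share of replicates each reaching 50%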;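 note: 0% = median of the neutral control wells and 100% = twice that signal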
# Platelet DG rel = modulates dense granule release in human platelets; human platelet-rich plasma, SFLLRN dense granule ATP release, luminescence; inhibition, %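 (compounds screened at 7.5 µM in platelet-rich plasma)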; hit rate 0.22% among 300,000; AID 1663;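 active = mean replicate score, as percent of positive control, at or above 50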
# SKKanGAS inh = SKKanGAS growth inhibition; S. pyogenes SKKanGAS, kanamycin growth, BacTiter-Glo, 6 h; inhibition, % at 7.5 µM; hit rate 1.3% among 300,000;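 active = mean replicate score, as percent of positive control median, at least 50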;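 note: strain carries kanamycin resistance gene driven by streptokinase promoter and grows in 40 µg/ml kanamycin; loss of luminescence reflects streptokinase promoter inhibition or plain growth inhibition; 0% = median of DMSO wells and 100% = positive control at its reference dose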
# KLF5 inhibitor = suppresses KLF5 promoter-driven expression | DLD-1 KLF5 promoter-luciferase reporter, luminescence | inhibition, % at 5 µM | hit rate 0.23% among 290,000;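 active = inhibition above a per-plate limit of that plate's mean compound inhibition plus 3 SD, cut at about 60% in these data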;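 note: 0% = DMSO wells and 100% = LY294002 at 200 µM; higher means less KLF5 promoter-driven luciferase light; inactives centre near -14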
# AI-2 QS modul = modulates the Vibrio harveyi AI-2 quorum sensing system. Vibrio harveyi JMH597 AI-2 luminescence/OD600 ratio, 9 h; stronger effect = lower value; strain lacks LuxN and CqsS sensors; 0 = neutral-control median. activity change, % at 7.5 µM. hit rate 0.4% among 300,000. AID 2094; in the data active = activity change below about -75%, passing the limit was not always enough;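 note: luminescence divided by OD600 gain over 9 h not by final OD600 alone; inactives centre near 13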
# IEC-6 tox = IEC-6 cytotoxicity, counter-screen for KLF5 inhibitors; luminescence viability; inhibition, % at 5 µM; hit rate 0.78% among 290,000; AID 1825; in the data active = inhibition above about 22%;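 note: 0% = plate median of test compound wells and 100% = cytotoxic reference compound wells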
# HSP90 inh = blocks HSP90-mediated luciferase refolding in reticulocyte lysate; Rabbit reticulocyte lysate, luciferase refolding luminescence, 3 h; inhibition, % at 5.6 µM; hit rate 0.91% among 290,000;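 active = inhibition above the screen-wide mean plus 3 SD, computed separately per campaign, cut at about 16% in these data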;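 note: 0% = DMSO wells and 100% = 60 µM geldanamycin wells; inhibitors lower the luminescence because luciferase stays unfolded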
# aSyn 5UTR inh = MLPCN primary screen, SNCA 5' untranslated region. alpha-synuclein 5'UTR reporter, inhibitor activity. inhibition, % (tested at 7.5 µM). hit rate 0.82% among 300,000; in the data active = inhibition above about 60%;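 note: H4 neuroglioblastoma cells stably carrying SNCA 5'UTR luciferase fusion; 0% = DMSO wells and 100% = positive control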
# HSF1 inh = HSF1 inhibition; NIH3T3-HGL HSE-luciferase, MG132-induced, luminescence 8 h; stronger effect = lower value; activity change, negative = inhibition, % at 7.5 µM (by protocol); hit rate 0.77% among 300,000;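 active = more than half of replicate wells show activity change below -50%, luminescence cut by over half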;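 note: luciferase reports HSF-1 transcriptional activity via heat shock element; 0% = median of DMSO wells and -100% = zero luminescence signal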
# HIF act = HIF pathway transcriptional activation; U2OS HRE-luciferase reporter, luminescence; normalized: DMSO 0%, desferrioxamine 100%; AID 1910; activation, % at 7.5 µM (by protocol); hit rate 0.32% among 300,000;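 active = mean activation of at least 10% of the iron chelator positive control signal, with at least half of replicates also reaching 10%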
# * hit, by the source's call; . = no result given; & = joins results of further samples.
molecule	HSF-1 act	Platelet DG rel	SKKanGAS inh	KLF5 inhibitor	AI-2 QS modul	IEC-6 tox	HSP90 inh	aSyn 5UTR inh	HSF1 inh	HIF act
COc1ccc(C(=O)NCC(=O)Nc2ccc(F)cc2)cc1OC	-6	7	-2	-25	18	-2	0	32	-1	-0.2
CC1CCc2nc(/C(C#N)=C/c3cccnc3)sc2C1 (configuration not stated)	126*	6	7	-130	35	4	-3	-192	102	3.0
CCCNC(=O)C1=C(C)C(=O)OC12CCC(C)CC2 (configuration not stated)	5	-1	3	-13	17	7	1	6	1	-0.4
COc1ccccc1CN1CCNC(=O)C1CC(=O)NCc1cn(C)nc1C (configuration not stated)	2	3	-1	-23	17	-5	-2	5	-5	-0.1
CC(C)(C)OC(=O)NCC1CCN(S(=O)(=O)Cc2ccccc2)CC1	6	-2	-3	-18	14	-2	-3	5	-3	0.0
Cn1cccc1C(=O)N/N=C/c1c(Cl)cccc1Cl	31	9	-3	-106	9	-3	0	-100	27	3.4
COc1ccc(OCC(O)CNC(=O)c2c(-c3ccccc3)noc2C)cc1 (configuration not stated)	17	-13	3	-3	-8	-3	-2	-18	-5	-0.1
CCn1cc(C(=O)Nc2ccc3c(c2)OCCO3)c2cc(OC)c(OC)cc2c1=O	-15	13	1	16	24	-4	3	-5	-19	-0.1
CCOC(=O)CN(Cc1sccc1C)C(=O)Nc1ccc(OCC)cc1	-5	-4	2	-10	1	-2	-3	12	-1	-0.4
COc1ccc2c(c1)C(C)=CC(C)(C)N2C(=O)C(C)N1C(=O)c2ccccc2C1=O (configuration not stated)	28	3	-4	-22	5	4	-2	27	4	-0.3
Nc1nc(SCc2nc3scc(-c4cccs4)c3c(=O)[nH]2)n[nH]1	16	4	-3	-20	18	-4	-2	-10	-6	1.2
O=C(CNC(=O)Cc1cccc2ccccc12)NCc1ccccc1F	-3	-2	-3	-28	15	-5	6	-3	-6	0.4
COc1c(C)cc(Br)cc1C(=O)NCc1cccnc1	-2	2	8	-13	22	4	5	-8	3	0.1
Cc1cccc(-c2noc(CNS(=O)(=O)c3ccccc3)n2)c1	9	-5	25	-4	-46	3	-2	-35	7	0.1
Cc1ccc(-c2nn(-c3ccccc3)cc2C(=O)NCCCN2CCCC2=O)cc1	-4	17	14	.	-8	.	.	1	-1	0.1
COc1ccc(-c2cnnc(N/N=C/c3ccc(O)c(OC)c3)n2)cc1	22	17	0	-10	37	4	0	-95	6	1.4
COc1cc(CN(CC2CCCO2)C(=O)c2ccco2)cc(OC)c1OC (configuration not stated)	-24	-2	5	-16	14	-3	-5	-10	11	-0.5
Nc1ccc2c(c1)C(=O)N(CCCCCC(=O)O)C2	-6	-1	0	2	23	1	0	-14	9	0.0
COc1cc(C2NC(=O)NC(C)=C2C(=O)OCc2ccccc2)ccc1O (configuration not stated)	17	-1	5	.	1	.	.	2	3	-0.4
O=S(=O)(NCCN1CCOCC1)c1ccc(Cl)s1	8	-2	-7	-16	25	1	0	-11	-3	-0.5
COc1ccc(/C=C2\COc3ccccc3C2=O)c(OC)c1	48	10	-1	-58	39	26*	0	-140	10	4.3
O=C(Cc1csc(N2CCOCC2)n1)N/N=C/c1cccc(O)c1	-4	-3	-8	-19	8	3	-1	6	-14	-0.4
Cc1cc(C(=O)Nc2c(C)nn(Cc3ccc(Cl)cc3)c2C)no1	0	1	-8	-5	21	3	0	-12	9	-0.2
O=C1CSC(=S)N1/N=C/c1ccc(O)c(O)c1O	-11	-1	-12	2	41	-5	-2	-22	-11	0.9
Cc1ccc(NC(=S)N(N)CCO)cc1	17	-1	-6	-35	7	1	-1	-12	8	1.3
O=C(CSc1nc(-c2ccccc2)cc(=O)[nH]1)Nc1ccc(F)c(F)c1	47	8	10	-11	-6	2	4	3	13	-0.2
C=CCNC(=O)c1ccccc1NS(=O)(=O)c1ccc(OC)c(C(=O)N2CCOCC2)c1	2	1	-2	-8	16	2	-2	-6	-2	0.3
O=S(=O)(c1cccs1)N1CCC2(CC1)OCCN2S(=O)(=O)c1ccccc1	10	.	-7	.	12	.	.	-2	-2	-0.3
CS(=O)(=O)N(Cc1ccccc1)c1ccccc1C(=O)O	0	-14	1	-17	-12	2	4	11	1	0.0
Cc1ccc(NC(=O)CCNS(=O)(=O)c2ccc(Br)cc2)cc1S(=O)(=O)N1CCOCC1	-15	-2	-10	.	10	.	.	18	-4	0.0
COc1ccc(NC(=O)C2=CC(c3ccc(OC)c(OC)c3)=NS(=O)(=O)N2C)cc1	7	5	-4	-35	14	2	-1	16	0	0.0
CCOC(=O)CNC(=O)Cn1cnc2c(nnn2-c2ccc(C)cc2)c1=O	10	4	-12	-10	43	-2	-1	4	-7	-0.3
CCc1ccccc1N(C(=O)c1ccco1)C(C(=O)NC1CCCC1)c1cccnc1 (configuration not stated)	14	-2	-2	-29	.	-2	-3	2	7	-3.8
COc1ccc2c(C)nc(N/C(N)=N/S(=O)(=O)c3ccc(C)cc3)nc2c1	-1	0	7	-32	38	0	-4	7	7	-0.2
O=C(NCc1n[nH]c(=S)n1-c1ccccc1)c1ccc(S(=O)(=O)N2CCOCC2)cc1	1	-2	0	-43	-3	-5	-1	-3	-1	-0.2
CC1CCCCC1NC(=O)CN1C(=O)NC(C)(c2ccc(OC(F)F)cc2)C1=O (configuration not stated)	6	-1	5	-12	-5	8	5	-6	1	-0.2
N#C/C(=C\c1c(Cl)cccc1Cl)c1nc2ccccc2[nH]1	11	7	12	-29	26	7	1	-64	2	-14
Cc1ccc(Nc2nc(CSc3nnc(-c4cccnc4)n3-c3ccccc3F)cs2)cc1	16	11	-3	0	18	2	7	-41	4	0.3
CC(C)c1ccc(NC2CCCN(C(=O)c3ccnc(Cl)c3)C2)cc1 (configuration not stated)	9	-14	1	-12	13	2	-3	-3	0	-0.1
COc1ccc(NS(=O)(=O)c2ccc3c(c2)NC(=O)C(C)S3)cc1 (configuration not stated)	0	2	-3	-12	13	-6	-3	-21	6	-0.2
COc1ccc(/C=N/N=C2/NC(=O)C(CC(=O)O)S2)cc1OCc1ccc(Cl)cc1Cl (configuration not stated)	-8	-2	15	-6	-11	1	-1	3	-5	0.1
Cc1cccc(NC(=O)CSc2nc3[nH]ncc3c(=O)n2-c2ccccc2)c1	-7	0	1	-29	16	-1	2	18	-2	-0.8
Cc1cc(C)nc(N2CCC(C(=O)Nc3ccc4c(c3)CCC4)CC2)n1	0	3	5	-8	4	-10	-2	18	-6	-0.3
CSC1=NCCN1S(=O)(=O)c1ccc(F)cc1	37	-8	-9	-1	29	-1	-1	9	5	-0.1
Cc1cc(C)cc(NCCC#N)c1	5	9	0	-24&-23	22	4&-4	5&-1	14	-5	-0.2
N#C/C(=C/c1ccccc1)c1nn(CCO)c(N)c1C#N	14	-3	5	-34	21	-9	-1	-22	-6	-5.8
Cn1c(=O)c2c(nc(N3CCOCC3)n2CCSc2ncccn2)n(C)c1=O	-16	3	-2	8	40	-4	-5	11	-5	-0.1
O=C(N/N=C/C(Cl)=C/c1ccc([N+](=O)[O-])cc1)C(=O)Nc1cccc(C(=O)O)c1	3	1	2	11	30	7	2	-28	1	0.0
N=c1ccccn1CC(O)COc1ccccc1 (configuration not stated)	12	-11	-1	-1	34	2	1	8	1	-0.3
N#Cc1c(NCCO)nc(NCc2ccccc2)c2c1CCN(Cc1ccccc1)C2	37	-2	9	7	19	-3	4	-10	0	0.6
CCN(CC)C(=O)n1c(Cc2ccccc2)nc2ccccc21	-4	3	1	-29	.	-2	-2	17	0	0.2
Cc1ccc(CCNC(=O)C2CCCN(c3nc4ccccc4o3)C2)cc1 (configuration not stated)	8	6	-7	-10	5	2	-1	13	4	-0.8
CCOC(=O)c1cc2n(n1)C(C(F)(F)C(F)(F)F)CC(C)N2 (configuration not stated)	20	5	6	-18	6	5	1	-9	2	-0.1
CC(=O)c1ccc(NC(=S)Nc2cccc(S(=O)(=O)Nc3c(C)n(C)n(-c4ccccc4)c3=O)c2)cc1	24	3	-1	-22	14	-2	6	-7	21	1.0
O=C(NC(Cc1c[nH]c2ccccc12)c1nnc2n1CCCCC2)c1cccs1 (configuration not stated)	-6	5	2	4	19	-4	0	3	-16	-0.9
CCOc1ccc(S(=O)(=O)N2CCOCC2)cc1NC(=O)CN1C(=O)NC(C)(c2ccccc2)C1=O (configuration not stated)	-15	.	-1	.	6	.	.	5	1	-0.9
COc1ccc(N(Cc2cc3ccc(C)cc3[nH]c2=O)C(=O)C2CCCO2)cc1 (configuration not stated)	5	-1	-2	21	-2	0	-2	3	-9	-0.3
COc1ccccc1Nc1nc(=O)[nH]nc1C	18	-11	2	-12	16	-2	4	7	-5	-0.4
COC(=O)c1ccc(NC(=O)c2ccco2)cc1	46	0	3	-69	10	3	-1	-107	8	1.8
CCN(CC)S(=O)(=O)c1ccc(C)c(NC(=O)CNc2cccc(S(=O)(=O)N3CCOCC3)c2)c1	-14	-7	-8	.	24	.	.	12	-2	-0.5

# Carrying on:
molecule	HSF-1 act	Platelet DG rel	SKKanGAS inh	KLF5 inhibitor	AI-2 QS modul	IEC-6 tox	HSP90 inh	aSyn 5UTR inh	HSF1 inh	HIF act
CCCN(CC1COc2ccccc2O1)C(=S)Nc1ccc(C)cc1 (configuration not stated)	10	-11	-8	-4	-4	-3	3	-58	7	0.2
CCOCC(=O)Nc1ccc(-c2cn3cccnc3n2)cc1	-3	-10	-7	-42	43	2	3	2	-8	-0.5
CCN(CC(=O)Nc1cc(Cl)ccc1C)C(=O)CCS(=O)(=O)c1ccc(Cl)cc1	1	-11	2	1	26	-1	0	27	22	-0.5
Cc1ccc(S(=O)(=O)N/N=C/c2ccc(OCC(=O)Nc3ccccc3Cl)cc2)cc1	16	-2	18	-10	13	-7	0	-9	9	0.1
O=C(/C=C/c1ccc2c(c1)OCO2)Nc1nc2ccc(F)cc2s1	26	5	-3	-49	12	-1	-2	-110	23	1.7
Cc1nc2sc(C(c3ccco3)N3CCN(c4ccccc4)CC3)c(O)n2n1 (configuration not stated)	20	0	-1	-4	19	4	-2	9	4	-0.1
CC(=O)Oc1ccc(/C=C/c2nc3ccccc3c(=O)o2)cc1	5	83*	3	2	4	2	28*	45	1	-0.8
CCN(CC)C(=O)CSc1nc(C)cc(C)c1C#N	8	2	-1	-3	34	-3	-3	17	-5	0.9
COc1cccc(NC(=O)C2CC(=O)N/C(=N/NC(=O)c3ccc(C)cc3)S2)c1 (configuration not stated)	8	-3	0	-25	25	7	8	4	-6	2.0
Nc1sc(-c2ccccc2)c(Cc2ccccc2)c1C(=O)O	7	-5	12	1	-8	-7	3	-4	-9	0.0
COc1ccc(S(=O)(=O)N2CCCC(C(=O)NCc3ccncc3)C2)cc1 (configuration not stated)	20	2	-5	-13	22	-5	-2	-6	-1	0.8
CC1CN(/C(=N\S(=O)(=O)c2ccccc2)c2ccccc2)CC(C)O1 (configuration not stated)	-10	-1	-2	10	13	-1	6	2	3	-0.4
